# Screening results from PubChem BioAssay.
# NSD2 inh – inhibitors of human histone methyltransferase NSD2; NSD2 peptide methylation, AlphaScreen, 120 min; inhibition, % at 12.5 µM; O96028; 310,000 compounds, 0.54% hits; in the data active = inhibition above about 50%
# C-LANA FP – inhibitors of KSHV LANA C-terminal domain DNA binding. inhibition, % at 9 µM. 340,000 compounds, 0.078% hits. MBP-C-LANA/FAM-LBS DNA binding, fluorescence polarization;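 active = highest replicate inhibition at or above 60% at 9 µM, even if other replicates fall short; inactive = all replicates below 60% inhibition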;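 also: 0% = neutral control wells and 100% = 4 µM acridine orange control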
# SUMO Mot1 rescue – inhibitors of SUMOylation pathway: yeast Mot1-301 growth rescue; S. cerevisiae Mot1-301 growth rescue, ATP luminescence, 38.5C; percent above DMSO median, 100 means doubled; growth rescue, % at 18.8 µM; 320,000 compounds, 1% hits; AID 2716;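 active = every valid replicate shows activation above 250% relative to neutral control wells; inactive = the rest, any valid replicate at or below 250%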;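 also: OY570 slx delta 5 strain wells were the positive control but not used for scaling; some compounds called inactive have numbers as strong as hits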
# Cardiac RTF inh – cardiac RTF calcium desensitization | P19429+P45379 | IANBD-labeled cardiac RTF, Ca2+ fluorescence | inhibition, % at 7.15 µM | 340,000 compounds, 0.12% hits | AID 493244;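 active = inhibition above the mean inhibition of all tested compounds plus 3 SD, cut at about 17% in these data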;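 also: assay run at fixed EC70 calcium of 1.6 mM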
# dFosB act – activators of mouse delta FosB homodimer. P13346. purified delta FosB, TAMRA-CDK5 oligo fluorescence polarization; percent of positive-control signal above neutral wells. activation, % at 25 µM. 340,000 compounds, 0.99% hits. AID 493131;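 active = mean activation above about 17%, with every replicate also reaching it, limit read from the data, passing the limit was not always enough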;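 also: fluorescence polarization rise as delta FosB binds a TAMRA Cdk5 AP-1 oligo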
# PvdQ inh – P. aeruginosa PvdQ acylase inhibition. inhibition, % at 10 µM. 340,000 compounds, 0.063% hits. purified PvdQ acylase, fluorescence plate reader; in the data active = inhibition above about 30%, passing the limit was not always enough;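 also: 0% = vehicle neutral wells and 100% = reference inhibitor wells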
# RTF Ca sens act – cardiac RTF calcium sensitization | P19429+P45379 | IANBD-labeled TnC RTF fluorescence at EC20 calcium; 0% EC20 calcium, 100% full calcium | activation, % at 7.2 µM | 340,000 compounds, 0.24% hits;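 active = activation above the mean over all tested compounds plus 3 SD, cut at about 30% in these data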;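 also: rise in fluorescence read as greater calcium sensitivity of cardiac thin filaments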
# Keap1 Nrf2 FP – Keap1-Nrf2 (human) interaction inhibition; Keap1 Kelch-Nrf2 peptide fluorescence polarization, 1536-well; inhibition, % at 9.4 µM; 340,000 compounds, 0.15% hits; AID 504523; in the data active = inhibition above about 12%;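 also: human Keap1 Kelch domain with fluorescein labeled Nrf2 9mer peptide probe; 0% = neutral control wells and 100% = peptide positive control; higher means more block of Keap1 binding to Nrf2 peptide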
# PfHsp90 set2 – growth inhibition of yeast expressing Plasmodium Hsp90. S. cerevisiae expressing PfHsp90, BacTiter-Glo ATP, 48 h; yeast lacking PDR1 and PDR3 efflux regulators. inhibition, % at 9.4 µM. 310,000 compounds, 0.32% hits. AID 504621;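 active = every replicate shows inhibition above about 80%, whatever the replicate mean, limit read from the data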;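 also: 0% = DMSO neutral controls and 100% = 20 µM radicicol positive controls; yeast relying on Plasmodium falciparum Hsp90 in place of its own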
# CDK5 p35 inh – blocks human CDK5/p35 kinase activity | 330,000 compounds, 0.01% hits | AID 488839 | Recombinant CDK5/p35, ADP-Glo luminescence, 60 min | inhibition, % at 10 µM;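 active = highest replicate inhibition of at least 50% and at least 75% of replicates reaching 50%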;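 also: plate controls were DMSO neutral control for no effect and GW8510 at 10 µM for full effect; many of its hits are not listed in these tables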
# Target sequence (Q00535 whole entry, looked up): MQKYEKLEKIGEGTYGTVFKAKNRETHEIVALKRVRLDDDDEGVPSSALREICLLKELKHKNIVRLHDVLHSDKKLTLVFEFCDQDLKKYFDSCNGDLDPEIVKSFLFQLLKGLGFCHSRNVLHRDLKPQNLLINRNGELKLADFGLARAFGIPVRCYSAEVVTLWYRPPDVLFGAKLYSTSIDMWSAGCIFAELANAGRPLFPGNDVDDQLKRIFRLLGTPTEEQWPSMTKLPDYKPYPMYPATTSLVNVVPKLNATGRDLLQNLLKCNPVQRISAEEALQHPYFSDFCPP
# Target sequence (Q15078 whole entry, looked up): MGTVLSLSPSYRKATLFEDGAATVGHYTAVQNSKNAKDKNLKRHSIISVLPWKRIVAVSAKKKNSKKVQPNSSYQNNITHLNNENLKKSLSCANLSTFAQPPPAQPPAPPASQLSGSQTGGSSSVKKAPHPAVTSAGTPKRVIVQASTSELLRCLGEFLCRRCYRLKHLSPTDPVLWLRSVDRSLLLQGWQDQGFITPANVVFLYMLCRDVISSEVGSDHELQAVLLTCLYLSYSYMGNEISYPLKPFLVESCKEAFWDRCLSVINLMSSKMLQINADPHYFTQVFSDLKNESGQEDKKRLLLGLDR
# Rtt109 HAT inh – blocks Candida albicans Rtt109/Vps75 acetyltransferase activity. Q5AAJ8. purified Rtt109/Vps75, ThioGlo CoA-SH fluorescence, 4 h. inhibition, % at 34.9 µM. 330,000 compounds, 0.16% hits;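 active = inhibition of at least 50% in every replicate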
# Target sequence (Q5AAJ8 whole entry, looked up): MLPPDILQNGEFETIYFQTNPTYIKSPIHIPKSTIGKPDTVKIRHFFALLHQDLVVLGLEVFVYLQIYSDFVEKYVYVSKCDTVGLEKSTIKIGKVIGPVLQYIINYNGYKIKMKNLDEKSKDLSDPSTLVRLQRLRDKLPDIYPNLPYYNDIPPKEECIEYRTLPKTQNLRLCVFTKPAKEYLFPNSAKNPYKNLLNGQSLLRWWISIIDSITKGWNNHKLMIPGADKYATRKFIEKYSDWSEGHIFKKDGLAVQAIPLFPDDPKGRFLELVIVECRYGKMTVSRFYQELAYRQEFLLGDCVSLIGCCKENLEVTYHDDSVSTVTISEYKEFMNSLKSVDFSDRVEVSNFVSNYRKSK
# Active calls of the source: *; x = no result given.
no.	Structure	NSD2 inh	C-LANA FP	SUMO Mot1 rescue	Cardiac RTF inh	dFosB act	PvdQ inh	RTF Ca sens act	Keap1 Nrf2 FP	PfHsp90 set2	CDK5 p35 inh	Rtt109 HAT inh
1	CS(=O)(=O)N(Cc1ccc(C(=O)NCCSCc2ccco2)cc1)c1ccccc1	0.2	0.1	-0.7	-6.3	-0.4	-7.2	1.3	0.0	-4.8	-2.2	-1.1
2	O=C(c1cnc(N2CCN(c3ncccn3)CC2)c2ccccc12)N1CCN(c2ccccn2)CC1	1.3	-0.9	-4.6	7.7	-7.3	-6.2	-6.0	2.1	-3.8	1.5	0.5
3	CS(=O)(=O)Cc1ccc(C(=O)NC2CCSc3ccccc32)cc1 (centres undefined)	-0.5	-0.2	-10.6	8.1	3.6	-4.1	-3.1	-1.7	10.0	-0.2	-3.2
4	CO/N=C/CC(=O)c1ccc([N+](=O)[O-])c(CS(=O)(=O)c2ccc(Cl)cc2)c1	10.8	-2.0	-20.3	-10.2	-13.9	-13.8	2.3	-1.6	-2.8	-0.4	-2.7
5	c1ccc(C2COC(c3cccs3)=N2)cc1 (centres undefined)	-0.2	-0.2	-28.1	-1.3	3.6	4.8	-1.9	0.3	-20.0	0.2	-12.9
6	O=C(NCc1ccco1)c1ccccc1Nc1ccc(F)cc1	4.9	-0.2	11.1	0.9	1.3	-9.8	1.0	-3.3	-4.7	-0.3	7.6
7	Cc1ccc(C(=O)O)cc1NC(=S)NC(=O)c1ccc(COc2ccccc2)cc1	45.3	2.9	7.5	-6.4	-12.6	-9.5	2.9	-3.2	-32.5	-2.0	8.5
8	COc1ccc(OCC(=O)N2c3ccccc3CCc3ccccc32)cc1	-1.9	1.6	10.5	-2.5	1.9	-7.3	-6.4	0.6	-11.2	-1.5	-4.6
9	Cc1ccc(S(=O)(=O)N(C)C)cc1NC(=S)Nc1ccc2cn[nH]c2c1	0.2	-1.0	-4.8	-5.5	-2.6	-10.1	0.7	-2.3	-17.5	1.1	11.5
10	CN(C)c1ccc(/C=c2\sc3n(c2=O)CCCN=3)cc1	x	-19.1	19.6	-16.0	-3.7	-10.5	7.9	-39.6	31.9	2.1	16.3
11	CCOc1ccc(NC(=O)CSc2nnc(CCNC(=O)c3ccc(OC)cc3)n2C)cc1	26.4	-1.8	0.1	-7.2	-6.8	16.5	2.8	2.3	-8.9	-1.1	3.4
12	CC(C)(C)CC(=O)NC(=S)NCCc1ccccc1	3.1	1.4	-7.4	-6.2	-4.9	-12.3	2.1	-2.0	-22.9	-0.3	6.8
13	Cc1ccc(N2C(=O)C(CN3CCCCC3)C2c2ccccc2)cc1 (centres undefined)	0.4	1.2	20.9	-4.7	-10.1	6.0	-0.7	-2.2	13.9	-1.6	-6.7
14	Cc1c(C=O)c2ccccn2c1C(=O)c1ccncc1	9.1	2.4	9.8	-6.2	-0.8	-14.2	-7.6	0.6	0.2	2.3	6.6
15	COC(=O)c1c(C)[nH]c(C(=O)CN2C(=O)NC3(CCOc4ccccc43)C2=O)c1C (centres undefined)	1.6	-0.3	17.5	-7.9	-8.1	-15.3	0.0	-2.1	11.9	0.8	-3.1

# Results in NSD2 inh, RTF Ca sens act and C-LANA FP, for some of the entries so far:
No.	molecule	NSD2 inh	RTF Ca sens act	C-LANA FP
9	Cc1ccc(S(=O)(=O)N(C)C)cc1NC(=S)Nc1ccc2cn[nH]c2c1	0.2	0.7	-1.0
10	CN(C)c1ccc(/C=c2\sc3n(c2=O)CCCN=3)cc1	x	7.9	-19.1
11	CCOc1ccc(NC(=O)CSc2nnc(CCNC(=O)c3ccc(OC)cc3)n2C)cc1	26.4	2.8	-1.8

# More records follow.
no.	Structure	NSD2 inh	C-LANA FP	SUMO Mot1 rescue	Cardiac RTF inh	dFosB act	PvdQ inh	RTF Ca sens act	Keap1 Nrf2 FP	PfHsp90 set2	CDK5 p35 inh	Rtt109 HAT inh
16	COc1ccc(CN2CCCCC2C)cc1OC (centres undefined)	-1.2	-0.6	-0.2	-6.3	3.4	0.6	2.0	-1.4	8.2	-0.2	7.3
17	c1ccc(N=Nc2cn[nH]c2-c2ccco2)cc1	2.9	-0.3	x	2.1	-3.5	-11.5	-2.2	-2.8	-48.1	4.0	-12.3
18	COc1ccc(OC)c(S(=O)(=O)Nc2ccc3c(c2)n(C)c(=O)n3C)c1	2.2	-1.2	82.2	9.1	-6.2	-6.5	1.6	-2.5	-4.9	-0.8	6.2
19	Cc1cc(NC(=S)Nc2cccnc2)ccc1Br	x	-0.7	2.2	-2.3	0.1	5.0	-0.4	-3.0	x	0.3	0.0
20	COc1ccc(C(C2C(=O)CC(C)(C)CC2=O)C2C(=O)CC(C)(C)CC2=O)cc1CO	-1.8	-7.6	7.3	-6.8	0.3	6.5	2.8	0.4	-14.3	1.1	1.9
21	CC(C)CN(C(=O)COC(=O)c1cc(=O)[nH]c2ccccc12)c1c(N)n(Cc2ccccc2)c(=O)[nH]c1=O	-0.5	-3.0	x	0.4	-7.5	-5.6	0.0	3.8	-14.4	1.4	20.9
22	COc1ccc(Cl)cc1NC(=S)NCc1ccco1	2.1	-0.3	x	-13.7	-3.9	-11.4	3.6	4.6	x	-4.4	-7.4
23	O=C(N[C@@H](Cc1ccccc1)C(=O)OCC(=O)N1CCOCC1)c1cccs1	x	-0.5	211.2	4.2	0.5	1.7	1.2	2.2	-19.8	-1.7	-4.4
24	Cc1cccc(N2CCN(C(=O)COc3ccc4c(c3)CCC4)CC2C)c1 (centres undefined)	-1.3	-0.8	x	-2.4	-1.3	-5.5	-1.9	2.4	-2.6	-0.4	6.3
25	CCOC(=O)C1=C(COC(=O)c2cccc(Br)c2)NC(=O)NC1C (centres undefined)	0.5	0.0	-8.2	3.7	-0.1	-7.3	-2.1	1.4	x	0.9	-2.7
26	N#Cc1c(-c2ccccc2)oc(=O)c2ccccc12	-2.7	0.3	26.7	-6.3	-6.9	-8.9	2.2	-3.0	-63.9	-1.2	1.8
27	Cc1nc2scc(-c3cccs3)c2c(=O)n1CC(=O)O	-0.4	1.8	-4.5	-3.3	-7.3	-0.3	1.5	-4.0	-20.4	1.6	2.7
28	COc1ccccc1C(=O)N/C(=C/c1ccc2c(c1)OCO2)C(=O)Nc1ccc(C(=O)O)cc1	-1.8	0.1	-26.0	-10.7	-2.0	6.3	-6.4	-5.9	4.1	0.0	8.2
29	CC(=O)Nc1c(OC(C)=O)ccc2c(C)cc(=O)oc12	1.4	-0.9	131.3	5.4	1.2	-9.5	-5.7	-7.3	8.5	-1.5	-112.7
30	O=C(c1ccccc1Cl)N1CCN(S(=O)(=O)c2cccs2)CC1	-1.4	-0.6	4.0	-8.4	-2.3	4.0	-5.4	0.1	-6.0	-0.5	-7.7
31	CC(/C=N/NC(=O)c1nnn(-c2nonc2N)c1C)=C\c1ccccc1	0.9	0.0	94.2	-5.7	3.4	-8.4	3.9	-3.5	-23.2	1.2	-11.4
32	Cc1cc(C(=O)CN2c3cccc4cccc(c34)S2(=O)=O)c(C)n1C	3.0	0.5	85.4	-8.5	-10.3	-6.0	-0.8	-1.8	8.6	0.9	0.8
33	COc1cc(C(=O)Nc2nnc(C(C)(C)C)s2)c([N+](=O)[O-])cc1OC	-3.1	0.2	114.2	-9.3	4.5	-5.3	-3.3	-1.9	-30.2	1.4	-0.5
34	CCCc1cc(-c2n[nH]c(C)c2-c2ccc(C(=O)OCC)o2)c(O)cc1O	4.1	-0.5	11.8	1.5	-8.7	-10.4	3.2	-2.7	-30.3	2.1	7.4
35	COc1ccc(N2CC(C(=O)Nc3cccc(S(=O)(=O)N4CCCC4)c3)CC2=O)c(OC)c1 (centres undefined)	0.9	0.6	-5.1	-13.1	-9.6	-2.7	-7.7	2.9	x	-0.2	15.0
36	CN(C)Cc1c(C#N)c2ccccc2n1C	-3.4	0.2	63.2	-7.6	-3.1	19.7	-4.9	-1.2	14.4	-0.7	-4.4
37	CC(C)(C)NC(=O)CN(Cc1cccs1)C(=O)C1COc2ccccc2O1 (centres undefined)	-1.5	-0.2	19.4	-6.2	0.4	-14.5	-4.5	0.4	x	-2.8	-3.9
38	Cn1c(=O)c2c(nc(CN3CCN(C(=O)c4ccco4)CC3)n2Cc2cccc(Cl)c2)n(C)c1=O	-0.6	0.2	-1.2	-0.8	-1.7	-11.6	-3.5	-2.6	x	-1.3	-13.2
39	Oc1ccc(NC(=S)Nc2ccc(F)cc2)cc1	-1.2	-0.5	-21.6	-2.9	2.5	-11.9	-2.4	2.6	18.7	-6.1	-0.5
40	Cc1ccc2[nH]c(=O)c(CN(CCN3CCOCC3)C(=O)Nc3ccccc3F)cc2c1	0.9	-0.3	x	-7.5	-4.9	-8.4	7.5	-0.7	0.9	3.1	-1.0
41	O=C(Nc1ccnn1C1CCN(C2CCOCC2)CC1)c1cccc(F)c1	0.2	0.3	228.7	1.1	-0.1	-1.4	5.5	-3.4	-0.8	0.2	5.7
42	C=CCNc1nc(Nc2ccc([N+](=O)[O-])cc2)nc(OC)n1	0.4	0.6	296.7	3.5	8.5	-10.3	11.1	-2.5	-1.3	-7.9	-4.2
43	CS(=O)(=O)N1CCC(C(=O)NCCC2=CCCCC2)CC1	-1.9	1.9	4.7	-5.3	-6.9	6.0	0.4	5.8	8.9	-0.3	25.1
44	O=C(NCc1ccc(F)cc1)c1cc(S(=O)(=O)N2CCOCC2)ccc1F	-5.7	1.5	-7.3	-6.3	-4.3	-9.2	1.5	3.2	x	1.4	-1.9
45	CC(C)CCNC(=O)CN(Cc1ccco1)C(=O)CCC(=O)Nc1nccs1	3.6	0.4	-9.0	0.3	-3.7	-14.6	-4.8	-2.9	6.2	0.3	0.4
46	O=C(COc1ccc(Br)cc1Cl)NC1CCN(Cc2ccccc2)CC1	3.1	2.1	102.3	-2.7	-7.6	-10.9	0.2	-3.1	17.0	-0.7	-1.2
47	COc1cc(NC(=O)c2ccc(-c3cccc([N+](=O)[O-])c3)o2)ccc1NC(=O)C(C)C	0.3	1.0	3.3	-12.7	3.8	-8.7	-2.5	-6.4	7.8	-0.4	0.5
48	O=C(Nc1cccn2ncnc12)C(Cl)Cl	-4.7	3.1	56.7	-7.1	-4.1	-4.4	4.4	-0.8	25.9	0.3	-11.4
49	COCCNC(=O)Nc1ccc(F)cc1	-1.4	-0.6	-6.6	-3.5	-3.2	-2.1	2.9	-3.5	9.8	-1.6	-19.3
50	CCOc1ccccc1-c1nc(-c2ccc(NC(=O)Cc3ccc(OC)cc3)cc2)no1	0.5	0.0	12.9	-2.4	24.9*	0.7	1.8	-6.4	x	-0.3	3.9
51	COC(=O)c1ccccc1Oc1ccc(NC(=O)c2ccco2)cc1	1.0	-1.3	7.0	-5.5	-8.4	-5.4	-3.4	3.3	9.8	1.3	-12.6
52	CCOc1cc(CNCc2ccc(C(=O)O)cc2)ccc1OC	-3.0	1.0	-16.2	-6.1	-1.2	-15.7	7.6	0.1	-2.7	-1.1	-5.2
